HTR5A inv ctr = inverse agonist of human HTR5A in OPRM1-OPRD1 counter-screen; P47898; HTR5A cell line, luminescence, inverse agonism; inhibition, % at 9.3 µM; 340,000 tested, 0.083% active; in the data active means inhibition mostly above about 23%, no sharp cut-off; inactive means mostly below about 18%;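 further: 0% = cells with DMSO and 100% = no-cell wells with DMSO; some compounds called inactive have numbers as strong as hits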
Target sequence (P47898 whole entry, looked up): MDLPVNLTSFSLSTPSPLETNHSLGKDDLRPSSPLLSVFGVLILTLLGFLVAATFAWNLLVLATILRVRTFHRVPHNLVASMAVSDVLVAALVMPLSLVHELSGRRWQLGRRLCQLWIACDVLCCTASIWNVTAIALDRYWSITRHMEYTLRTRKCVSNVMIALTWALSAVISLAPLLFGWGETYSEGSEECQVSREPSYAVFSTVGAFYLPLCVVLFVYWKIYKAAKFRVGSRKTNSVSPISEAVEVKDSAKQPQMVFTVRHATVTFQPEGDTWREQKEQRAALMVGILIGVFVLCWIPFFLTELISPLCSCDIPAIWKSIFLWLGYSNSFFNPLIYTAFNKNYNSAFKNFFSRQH
Tat export inh = E. coli Tat transport inhibition; E. coli MC4100 TorA-mCherry Tat export, fluorescence; inhibition, % at 10 µM; 340,000 tested, 0.036% active;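 active means mean replicate inhibition at least 50% and at least half of replicates individually reaching 50%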;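 further: exported cargo escapes ClpAP degradation while cytoplasmic cargo is degraded and loses fluorescence; 0% = median of neutral control wells and 100% = median of NaSCN control wells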
MOR-DOR inv ag = mu-delta opioid heterodimer inverse agonism | P35372+P41143 | cell-based MOR-DOR heterodimer luminescence | inhibition, % at 9.3 µM | 340,000 tested, 0.21% active; in the data active means inhibition above about 22%, passing the limit was not always enough;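 further: 0% = cells with DMSO and 100% = wells without cells with DMSO; values of inactives mirror those of a sister screen read the other way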
AddAB inh = less growth of phage-infected E. coli with AddAB; E. coli expressing H. pylori AddAB, absorbance growth; inhibition, % at 11.9 µM; 330,000 tested, 0.29% active; AID 435030; in the data active means inhibition above about 12%;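 further: 0% = vehicle wells of infected cells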
SUMO Mot1 rescue = blocks SUMOylation pathway, rescuing yeast Mot1-301 growth; growth rescue, % at 18.8 µM; 320,000 tested, 1% active; S. cerevisiae Mot1-301 growth rescue, ATP luminescence, 38.5C; percent above DMSO median, 100 means doubled; AID 2716;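 active means every valid replicate shows activation above 250% relative to neutral control wells; inactive means the rest, any valid replicate at or below 250%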;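 further: OY570 slx delta 5 strain wells were the positive control but not used for scaling; some compounds called inactive have numbers as strong as hits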
PKA-R2B activ = PKA-R2B complex activation; PKA-R2B holoenzyme dissociation, Cy5-IP20 fluorescence polarization; R2B truncated from residue 108, S112A mutant; 0% DMSO only, 100% 113 µM cGMP; AID 504700; activation, % at 11.4 µM; 340,000 tested, 0.079% active;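 active means activation above a cutoff set at the mean over all compounds plus 3 SD, cut at about 18% in these data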;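 further: higher means more holoenzyme dissociation and a rise in polarization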
Target sequence (P31323 whole entry, looked up, other chains not shown, the tested form may be a part): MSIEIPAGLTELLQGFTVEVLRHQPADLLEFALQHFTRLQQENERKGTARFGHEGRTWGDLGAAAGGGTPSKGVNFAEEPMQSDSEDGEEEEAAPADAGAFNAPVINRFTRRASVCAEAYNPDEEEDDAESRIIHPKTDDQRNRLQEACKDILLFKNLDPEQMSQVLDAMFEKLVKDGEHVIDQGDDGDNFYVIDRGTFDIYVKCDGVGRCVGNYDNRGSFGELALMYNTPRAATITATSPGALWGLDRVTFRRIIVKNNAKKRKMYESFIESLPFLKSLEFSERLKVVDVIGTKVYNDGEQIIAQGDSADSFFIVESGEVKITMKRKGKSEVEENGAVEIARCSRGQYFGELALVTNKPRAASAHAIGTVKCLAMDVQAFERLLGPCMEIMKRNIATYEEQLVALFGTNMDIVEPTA
MOR-DOR ag = agonists of human mu-delta opioid receptor heterodimerization. P35372+P41143. cells, OPRM1-OPRD1 heterodimerization, luminescence. activation, % at 9.3 µM. 340,000 tested, 0.3% active; in the data active means activation above about 18%;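 further: 0% = vehicle-treated cells and 100% = reference agonist; values of inactives mirror those of a sister screen read the other way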
Ecoli viability = reduces bacterial viability in AddAB counter-screen; E. coli V3065 growth, OD600 absorbance, 18 h; inhibition, % at 11.9 µM; 330,000 tested, 0.27% active;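 active means inhibition above the campaign's mean inhibition across all tested compounds plus 3 SD, cut at about 9.9% in these data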;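 further: uninfected addAB+ strain grown without phage in ampicillin broth; 0% = DMSO wells and 100% = ciprofloxacin 0.95 µg/ml wells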
phage Ecoli inh = E. coli growth loss with phage present; 360,000 tested, 0.26% active; AID 651602; growth absorbance; inhibition, % at 11.9 µM; in the data active means inhibition above about 11%
PfHsp90 set2 = growth inhibition of yeast expressing Plasmodium Hsp90; S. cerevisiae expressing PfHsp90, BacTiter-Glo ATP, 48 h; yeast lacking PDR1 and PDR3 efflux regulators; inhibition, % at 9.4 µM; 310,000 tested, 0.32% active;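 active means every replicate shows inhibition above about 80%, whatever the replicate mean, limit read from the data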;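 further: 0% = DMSO neutral controls and 100% = 20 µM radicicol positive controls; yeast relying on Plasmodium falciparum Hsp90 in place of its own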
PKA-R1A activ = PKA-R1A complex activation; P00514+P68181; PKA-R1A dissociation, Cy5-IP20 fluorescence polarization; scaled: DMSO 0%, 113 µM cGMP 100%; activation, % at 11.4 µM; 340,000 tested, 0.083% active; AID 504707;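 active means percent activation above the mean of all tested compounds plus 3 SD, cut at about 19% in these data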;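 further: higher means more PKAc released from R1A so a rise in polarization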
* = called active by the depositor; nt = not tested or not shown; & = joins results of further samples.

compound	HTR5A inv ctr	Tat export inh	MOR-DOR inv ag	AddAB inh	SUMO Mot1 rescue	PKA-R2B activ	MOR-DOR ag	Ecoli viability	phage Ecoli inh	PfHsp90 set2	PKA-R1A activ
CCN(CC)C(=O)[C@H]1CC(CC(=O)NCc2cccc(C(F)(F)F)c2)C(=O)N2CCc3c([nH]c4ccc(OC)cc34)[C@]12C (some centres undefined)	0	8	8	-3.8	nt	3	-1.5	-2.5	0.7	-20	-1
COc1ccc(-c2cn3c(C)c(C(=O)N4CCN(c5ccccc5F)CC4)sc3n2)cc1	-9	12	7	-0.2	22	-6	-1.2	1.5	2.7	10	-3
COc1cccc(NC(=O)Cn2c(-c3cncs3)nc3ccccc32)c1	nt	-1	nt	3.6	-15	-4	nt	1.1	2.5	-2	-15
N#CCC(=O)N/N=C/c1cn(Cc2ccc(Cl)cc2Cl)c2ccccc12	-6	-8	-103	3.2	-16	-2	20*	2.0	4.8	33	-3
Cc1cc(C)cc(NS(=O)(=O)c2ccc3[nH]cc(C(=O)NCc4ccco4)c(=O)c3c2)c1	7	0	-5	0.5	-23	-4	1.1	1.8	1.2	-3	-9
C=CCSc1nnc2nc3c(nn12)c1cc(C)ccc1n3CC=C	-16	3	-13	2.4	4	-13	2.3	2.6	-1.1	-20	1
Cc1ccccc1OCC(=O)OCC(=O)Nc1ccc(Cl)cn1	-2	-4	-6	2.3	nt	-9	1.4	0.5	1.0	1	13
N/C(=N\N=C\c1ccc(O)c(O)c1)c1nonc1N	-20	-3	5	1.3	7	-2	-1.1	1.3	2.6	24	-8
O=C(NCc1cccs1)c1cc2c(s1)-c1ccccc1OC2	9	-9	-3	-0.1	129	-2	0.6	3.2	4.3	2	-16
CC1c2cc3c(cc2CCN1C(=O)c1ccc(Cl)cc1)OCCCO3 (centres undefined)	3	-1	-9	-0.4	-20	-2	1.8	2.1	2.5	8	-8
C/C(=N\OCC(=O)Nc1ccccc1Br)c1cccs1	8	-2	-32	2.4	6	1	5.0	-1.5	3.0	17	-2
O=C(NNC(=O)c1ccco1)c1cccc([N+](=O)[O-])c1	-6	3	7	2.4	422	2	-1.1	-0.6	1.1	40	3
Cc1ccc(Nc2nc(CSc3nnnn3C)cs2)cc1	-3	-6	5	2.0	nt	-12	-0.9	-2.7	-0.9	-4	5
CC(C(=O)N(C)Cc1cccc(F)c1)N1CCN(S(=O)(=O)c2ccc3c(c2)OCCCO3)CC1 (centres undefined)	1	3	6	nt	nt	-4	-1.0	nt	2.2	4	-1
CS(=O)(=O)c1ccc(C(=O)Nc2ccccc2Cl)cc1	-17	2	1	8.8	22	-7	-0.1	2.3	-0.4	1	-1
COc1ccc(NC(=O)CCc2nc(-c3ccccc3F)no2)cc1	-15	-1	14	1.3	-3	-6	-3.3	-0.6	4.0	-1	0
CCN(CC)C(=O)CSc1ncnc2c1nnn2-c1ccc(F)cc1	4	-7	4	-1.1	1	6	-0.7	0.1	1.3	-28	7
COc1ccc(N(CC(=O)Nc2cccnc2)S(=O)(=O)c2ccccc2)cc1OC	1	17	0	2.2	5	3	0.1	0.4	1.8	-4	2
O=C(Nc1ccncc1)c1ccc([N+](=O)[O-])cc1Cl	4	-11	-8	0.8	172	2	1.7	0.3	4.2	-7	-3
Cc1ccc(OCC(=O)Nc2ccc(S(=O)(=O)N3CCOCC3)cc2)c(C)c1	-4	1	3	nt	nt	2	-0.5	nt	1.3	-14	8
O=C(CSc1ncnc2[nH]ncc12)Nc1cccc(Oc2ccccc2)c1	-10	-16	9	0.3	-4	7	-1.8	-2.0	0.8	nt	-2
O=C(CN1CCc2ccccc2C1)Nc1cccc(S(=O)(=O)N2CCOCC2)c1	-5	-8	18	-0.5	-16	-3	-4.6	-1.1	-0.5	5	-11
O=C(CNCc1ccco1)Nc1cc(S(=O)(=O)N2CCOCC2)ccc1N1CCCC1	-1	-7	8	-0.8	-5	-5	-1.5	0.6	3.2	-12	-8
CCn1cc(CN2CCCC(C(=O)Nc3cccc(-n4cccn4)c3)C2)c(C)n1 (centres undefined)	-27	-1	-5	0.2	-8	8	1.0	-1.5	-0.9	-3	7
O=C(Cn1cnc2ccccc21)N/N=C/c1cccs1	nt	-9	nt	1.2	329	-9	nt	3.2	2.8	2	6
Cc1csc(SCCn2c(N3CCCC3)nc3c2c(=O)[nH]c(=O)n3C)n1	24	-3	14	4.0	-9	-9	-2.5	-0.7	1.4	-1	-17
Cc1nc2nc(-c3ccccc3)nn2c(C)c1Cl	-22	-6	12	1.1	10	6	-2.6	-0.9	1.5	25	-9
CC(C)(C)n1nc(C2CC2)cc1NC(=O)Nc1ccc(Cl)cc1	-7	6	8	0.6	-4	-4	-1.7	-0.9	-1.4	12	-3
CC(=O)OCC1=C(C(=O)O)N2C(=O)[C@@H](NC(=O)CSc3ccncc3)[C@H]2SC1	-8	-8	1	nt	nt	-8	-0.2	nt	6.1	20	-4
Cc1cc(S(=O)(=O)NCC(C)C)ccc1OCC(=O)N1CCOCC1	9	-3	14	4.7	867*	-13	-3.3	0.7	2.6	6	-10
Clc1nc(Nc2ccccc2)nc(Nc2ccccc2)n1	-18	-2	-9	-0.7	-6	-6	1.7	0.8	2.6	-9	-9
CCOC(=O)CNC(=O)Cn1cnc2c(nnn2-c2ccc(OC)cc2)c1=O	-4	-7	12	2.6	3	5	-2.7	-0.2	0.9	-15	6
O=C(COc1cccnc1[N+](=O)[O-])Nc1ncc(Cl)cc1Cl	-5	0	-4	-1.8	19	-7	1.0	-1.1	0.7	-33	-6
CCOC(=O)C1=C(CN2CCN(CCC#N)CC2)NC(=O)NC1c1ccc2c(c1)OCO2 (centres undefined)	17	-2	9	2.0	5	7	-1.9	2.5	1.8	-1	-8
CCOC(=O)CSC1=Nc2ccccc2C2=NC(CC(=O)NCc3ccccc3)C(=O)N12 (centres undefined)	-25	-2	6	-1.5	-2	-12	-1.1	-2.2	3.2	0	-10
O=C(NNC(=S)NC1CCCCC1)c1ccc2c(c1)OCO2	2	27	17	1.0	87	-5	-3.1	0.4	-2.8	11	-11
COCCNC(=O)[C@H](CSCc1ccccc1)N1Cc2ccccc2C1=O	-6	-1	13	2.6	-4	-1	-2.4	0.8	2.6	-6	-4
COc1cc(CN2CCNC(=O)C2CC(=O)NCCCC2CCCC2)cc(OC)c1 (centres undefined)	-9	-3	6	-0.9	nt	-3	-1.2	-1.9	-0.2	4	-12
CCc1cc2c(=O)c(-c3ccc4c(c3)OCCO4)coc2cc1OC(=O)c1ccco1	14	-1	7	4.5	17	-9	-1.5	2.5	3.7	-23	7
O=C(NCc1ccccc1)c1ccc(OC2CSC2)cc1	-17	-10	0	1.3	nt	-11	-0.1	-0.1	3.6	-5	1
COc1ccc(-c2nc(CS(=O)CC(=O)N3CCCC3)c(C)o2)cc1 (centres undefined)	17	0	-2	-1.0	-4	3	0.4	-0.4	3.3	2	7
O=C(NCCCN1CCOCC1)/C(=C/c1cccs1)NC(=O)c1ccccc1	-6	-6	1	0.8	-7	-6	-0.1	0.2	1.6	-70	-8
COC(=O)c1sccc1NC(=O)CSc1nnnn1-c1ccccc1C	1	-5	9	1.9	9	1	-2.0	0.0	2.6	15	9
CCc1nnc(NC(=O)CCC(=O)N2CCN(c3cc(Cl)ccc3C)CC2)s1	-17	3	2	-1.6	-29	3	-0.4	-3.0	1.3	-3	-6
CCCS(=O)(=O)c1nc(S(=O)(=O)c2ccc(C)cc2)c(NCCCN2CCOCC2)s1	-19	-2	14	1.6	6	-3	-2.5	-2.4	-0.5	13	-6
COc1cccc(NC(=O)Cn2nnc(-c3ccccc3N)n2)c1	4	0	-7	1.2	-3	-13	1.3	-0.7	4.6	14	8
CN1CCN(S(=O)(=O)c2ccc(NC(=O)C(C)(C)C)cc2)CC1	1	1	-3	1.2	12	-7	0.5	1.1	3.4	nt	-1
CCCC[C@H](CC(=O)c1ccccc1)[C@@H](OC(C)=O)C(=O)Oc1c(C(C)C)cccc1C(C)C	-7	-5	-3	2.2	-9	5	0.5	1.1	1.9	26	-1
O=C(N/N=C/c1cccs1)c1cc(-c2ccncc2)nc2ccccc12	-15	-5	16	1.1	-13	-3	-2.8	1.8	1.9	-9	0
O=C(CN1CC[n+]2c(-c3cccs3)csc21)c1ccc(Br)cc1	-5	-8&-10	-8	-1.2	210	2	1.2	-0.9	4.9	4	2
CCN1CCN(C2=CC3=CC(=C(C#N)C#N)CCC3CC2)CC1 (centres undefined)	-2	-1	-26	nt	nt	4	4.8	nt	nt	3	-15
Cc1nc(NC(=S)NC(=O)COc2ccccc2Cl)ccc1Br	3	1	0	4.5	1	1	-0.1	-1.7	2.1	-10	-4
COc1cc([C@@H]2CC=C(C(=O)O)[C@H](c3ccc(F)cc3)N2S(=O)(=O)c2ccc(C)cc2)cc(OC)c1OC	4	-2	12	-3.2	-2	2	-2.0	-3.6	3.8	12	-2
O=C(Nc1ccc(NC(=O)C2CC2)cn1)c1ccccc1Cl	-29	-4	13	0.5	-1	0	-2.3	-0.5	1.6	-34	-6
O=C(Cn1cnc2ccc(Cl)cc2c1=O)NC1CCS(=O)(=O)C1 (centres undefined)	-6	-15	4	nt	nt	-7	-0.8	nt	1.3	-6	-4
Cc1sc(N/N=C/c2cccnc2)nc1-c1ccc(Cl)cc1	-13	-15	-53	0.2	475	6	9.2	-1.3	1.7	nt	-8

Next section:
compound	HTR5A inv ctr	Tat export inh	MOR-DOR inv ag	AddAB inh	SUMO Mot1 rescue	PKA-R2B activ	MOR-DOR ag	Ecoli viability	phage Ecoli inh	PfHsp90 set2	PKA-R1A activ
COc1ccc(-c2nnc(SCC(=O)Nc3cccc(Cl)c3)o2)cc1	10	-8	-45	0.0	-4	-6	8.7	1.2	1.6	nt	5
N#CC1C(=O)NC(N2CCN(c3ccccc3)CC2)=NC12CCCCC2 (centres undefined)	4	-11	13	-1.6	9	2	-2.3	-1.9	2.6	nt	-9
Cc1c(C=N)c(O)n(C)c(=O)c1C#N	-29	-1	15	3.0	-5	2	-3.0	-0.2	2.5	8	4
O=C(O)c1cccnc1SC1CC(=O)N(c2ccccc2)C1=O (centres undefined)	5	-2	5	-0.9	2	-12	-1.1	-4.0	2.3	10	8
O=C(CCN1C(=O)c2ccccc2C1=O)NCc1cccc(Cl)c1	10	9	5	4.4	5	1	-0.7	-0.9	1.2	15	-15
Cc1ccc(N(CC(=O)NC2CCCC2)C(=O)c2nsc(Cl)c2Cl)cc1	-1	11	8	-2.3	-10	3	-1.2	-2.3	1.5	-10	4
COC(=O)[C@@]12CCCCN1[C@H](c1ccc(-c3ccc(OC)cc3)c(OC)c1)[C@@H]1C(=O)N(C)C(=O)[C@@H]12	-35	9	-5	4.0	4	-3	0.9	-0.7	1.2	-14	0

The order is random. About 2.2% of those tested had a hit in this group.
